E-selectin induc – induces E-selectin expression in human endothelial cells | 260,000 compounds, 0.37% hits | HUVEC E-selectin immunofluorescence imaging; normalized: neutral wells 0, TNF-alpha wells 100 | P16581 | activation, % at 7.58 µM;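 active means mean E-selectin-positive cell signal at least 10% of the positive control, reached in at least 60% of replicates, without over 20% cell loss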;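 further: in these data hits start at about 27%; measured in HUVEC primary endothelial cells; signal is the percent of cells scored E-selectin positive by PE staining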
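Assay system: HUVEC primary endothelial cells. Input: 3,000 HUVEC seeded per well. Doses: one compound dose added by pin transfer. Read-out basis: % PE-positive cells. Benchmarks: TNF-alpha high, DMSO low. Detection: immunofluorescence imaging. Buffer or medium: EGM-2, gelatin.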
EWS-Fli inh – EWS/Fli transcriptional activity inhibition; A673 NR0B1-luciferase reporter, viability-normalised; inhibition, % at 12.6 µM; 350,000 compounds, 0.67% hits;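 active means mean inhibition of at least 50% after viability correction, with every replicate also passing that limit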;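 further: firefly luciferase signal divided by Alamar Blue viability fluorescence both relative to DMSO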
S100A4 inh HTS – inhibitors of human S100A4 binding to myosin IIA peptide | AID 652163 | inhibition, % at 10.7 µM | S100A4/TAMRA-MyoIIA peptide fluorescence polarization | 360,000 compounds, 0.14% hits;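 active means mean inhibition of at least 70% across replicates, with every replicate also reaching that level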
Target sequence (P26447 whole entry, looked up): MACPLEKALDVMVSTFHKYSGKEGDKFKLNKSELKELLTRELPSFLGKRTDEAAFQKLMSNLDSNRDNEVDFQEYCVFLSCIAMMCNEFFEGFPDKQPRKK
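assay system = human S100A4 monomer with TAMRA-labelled myosin IIA peptide | also added = labelled myosin peptide probe, 5 nM | incubation = 5 min between mix addition and reading | control set = DMSO and TFP controls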
RAD52 anneal inh – RAD52 (human) annealing inhibition. P43351. recombinant RAD52 DNA annealing, FRET fluorescence. inhibition, % at 18.7 µM. 360,000 compounds, 0.46% hits;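 active means every replicate showing at least 50% inhibition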
XiGFP reactiv – activators of X-chromosome reactivation in mouse fibroblasts; XiGFP mouse fibroblasts, % GFP-positive cells imaging, 3 d; cells co-treated with 5-aza-dC sensitizer; scaled so ellipticine positive control = 100%; activation, % at 7.58 µM; 360,000 compounds, 0.055% hits;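 active means mean normalized replicate activation at least 10% and every replicate at or above 10%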;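 further: 0% = median of on-plate neutral control wells and 100% = ellipticine 6 µM median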
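Material: XiGFP fibroblasts, SV40-immortalized. Buffer or medium: DMEM plus 5-aza-dC sensitizer. Compound: single concentration per compound, delivered by pin transfer. Times: 3 days compound exposure. Controls: ellipticine 6 µM.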
FN deposition inh – fibronectin deposition inhibition | inhibition, % at 12.6 µM | AH1F fibroblasts, Alexa488-fibronectin deposition fluorescence, overnight | 350,000 compounds, 0.086% hits;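 active means mean inhibition across replicates of 30% or more, regardless of how many single replicates reach that level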;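 further: positive control wells lacked labelled fibronectin entirely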
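Assay system: AH1F fibroblast monolayer, labelled fibronectin deposition. Amount: 10000 cells per well. Also added: labelled fibronectin 24 nM. Compound: single-point pinned compound. Incubation: cell attachment 1 h, compound and FN exposure overnight. Detection: fluorescence after three HBSS washes, excitation 485 nm, emission 525 nm. Read-out: inhibition of fibronectin deposition signal.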
RAD54 branch – RAD54 (human) branch migration inhibition. inhibition, % at 10.4 µM. 360,000 compounds, 0.14% hits. RAD54 Holliday junction branch migration, FAM/BHQ fluorescence;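 active means mean normalized replicate activity at least 40 and at least half of replicates scoring 40 or more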;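 further: 0% = median of neutral control wells and 100% = median of positive control wells; inhibitors cause a drop in the FAM fluorescence signal; in these data hits start at about 50%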
Target sequence (Q92698 whole entry, looked up): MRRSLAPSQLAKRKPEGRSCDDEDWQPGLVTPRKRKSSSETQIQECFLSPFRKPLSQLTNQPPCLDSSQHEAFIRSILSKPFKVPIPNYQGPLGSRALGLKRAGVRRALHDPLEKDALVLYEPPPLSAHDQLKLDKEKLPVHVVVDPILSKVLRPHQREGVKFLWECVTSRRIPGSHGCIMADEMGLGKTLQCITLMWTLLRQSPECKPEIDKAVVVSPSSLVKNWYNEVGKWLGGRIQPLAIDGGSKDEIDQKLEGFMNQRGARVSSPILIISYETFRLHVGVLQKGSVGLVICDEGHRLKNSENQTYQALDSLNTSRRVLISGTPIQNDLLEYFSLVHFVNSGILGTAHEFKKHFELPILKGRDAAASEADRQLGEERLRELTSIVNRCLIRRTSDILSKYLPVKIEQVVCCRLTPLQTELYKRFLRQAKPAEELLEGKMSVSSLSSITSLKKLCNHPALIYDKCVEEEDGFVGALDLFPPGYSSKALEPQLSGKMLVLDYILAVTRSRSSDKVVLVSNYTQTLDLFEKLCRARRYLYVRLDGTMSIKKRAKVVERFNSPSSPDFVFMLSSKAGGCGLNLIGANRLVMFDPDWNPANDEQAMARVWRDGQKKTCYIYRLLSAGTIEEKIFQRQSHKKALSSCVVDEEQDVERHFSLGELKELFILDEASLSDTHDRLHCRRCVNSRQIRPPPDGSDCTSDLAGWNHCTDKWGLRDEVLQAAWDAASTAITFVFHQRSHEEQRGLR
esBAF inh – blocks esBAF chromatin remodeling in mouse ES cells; Bmi1-luciferase knock-in reporter, 24 h; 100% = twice the neutral-well signal; AID 602393; reporter increase, % at 12.5 µM; 350,000 compounds, 2% hits; in the data active means activation above about 40%;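 further: 0% = median of the plate's neutral control wells and 100% = double that signal; a rise in the Bmi1 reporter signal indicates esBAF inhibition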
* hit, by the source's call; . = not tested or not shown. The order is random; about 3% have a hit in one of these screens.

Each structure is followed by: EWS-Fli inh	S100A4 inh HTS	RAD52 anneal inh	RAD54 branch	esBAF inh	FN deposition inh	XiGFP reactiv	E-selectin induc
O=S(=O)(Nc1ccc(O)cc1)c1cccc2cccnc12
    -4	-4	-6	-10	3	-4	-0.1	.
OC[C@@H]1CN(Cc2ccc(-c3ccccc3)cc2)C[C@H](n2cnc3c(Nc4ccccc4)ncnc32)O1
    5	-18	-6	-3	-6	11	0.2	-0.1
COc1ccccc1CN1CC(C(=O)N(C)Cc2ccncc2C)CCC1=O (configuration not stated)
    2	2	-3	-4	-3	.	0.1	-0.2
CCCCCn1c(CNC(=O)CCC)nc2ccccc21
    6	3	0	-13	6	1	0.0	.
COc1ccc(C(C)NC(=O)c2ccccc2Cl)cc1OC (configuration not stated)
    -6	1	-12	2	.	-1	0.0	.
O=C(CCc1nnc(CCCCc2ccccc2)o1)N1CCN(CCO)CC1
    3	-10	-12	-8	.	0	0.0	-0.4
O=C(c1cc2c(s1)-c1ccccc1S(=O)(=O)C2)N1CCN(Cc2ccccc2)CC1
    13	0	-20	10	8	-23	0.0	-1.6
O=C(Cc1ccsc1)NCC(=O)Nc1ccccc1Br
    3	-3	-12	-5	9	7	0.1	-0.4
CC=Cc1ccc2n(c1=O)C[C@H]1[C@H](CO)[C@@H](C(=O)NCC)[C@@H]2N1CC1CCOCC1 (mixture of isomers)
    -5	-7	-12	-5	-1	.	0.6	0.0
C[C@@H]1CN([C@@H](C)CO)C(=O)c2cc(NS(=O)(=O)c3cn(C)cn3)ccc2O[C@@H]1CN(C)C(=O)Nc1ccccc1
    -3	-28	-5	-12	3	.	-0.9	0.0
COCCNc1nnc(SCC(=O)c2cc(C)n(C3CC3)c2C)s1
    -2	32	-47	-8	-2	.	0.0	-0.8
CC(=O)N1[C@@H]2CN(C(=O)c3ccccc3)c3ccccc3[C@@H]2[C@@H]1CO
    -6	-13	-2	-3	-2	.	-0.1	0.1
CCC(=O)Nc1ccc2c(c1)C(=O)N(C)C[C@H](OC)[C@H](C)CN(C(C)=O)[C@@H](C)CO2
    3	3	-5	2	-1	5	-0.1	-0.1
CC(C)c1ccccc1NC(=S)NC(C)c1ccccc1 (configuration not stated)
    15	-6	-11	.	.	-8	0.1	.
CC1CCCCN1CCCNC(=O)c1nn(C)c2c1CS(=O)(=O)c1ccccc1-2 (configuration not stated)
    -6	-6	2	3	4	-4	0.0	.
Cc1cc(C(=O)Nc2cccc3c2O[C@H](CN(C)Cc2ccc(Cl)c(Cl)c2)[C@@H](C)CN([C@H](C)CO)C3=O)n(C)n1
    -7	-2	3	-2	-2	19	-1.4	-0.1
C[C@@H]1CN([C@@H](C)CO)C(=O)Cc2cc(NC(=O)Cn3cnnn3)ccc2O[C@@H]1CN(C)C(=O)NC1CCCCC1
    -2	-19	-15	-4	-4	-9	0.2	-0.1
CCCNC(=O)N1[C@H](CO)[C@H](c2ccc(C3=CCCC3)cc2)[C@@H]1C#N
    -8	-3	-25	2	-6	0	0.0	-0.3
CN(CCc1ccccc1)c1cc2c(c3c1ccn3C)C1CCC2O1 (configuration not stated)
    -5	-3	1	-1	-4	10	0.3	9.9
COc1ccc(C(=O)N/C(=C/c2ccco2)C(=O)NC2CCS(=O)(=O)C2)cc1 (configuration not stated)
    2	0	-20	.	.	8	0.0	0.8
O=C(NCC[C@@H]1CC[C@H](NC(=O)c2cccnc2)[C@@H](CO)O1)Nc1ccc(Cl)cc1
    -57	-17	12	-3	20	.	-0.1	0.2
O=C(Nc1nc(-c2ccccn2)cs1)c1cccc(S(=O)(=O)N2CCOCC2)c1
    14	-6	-28	-6	-26	.	-0.1	-0.2
C=CCN1C(=O)C(C)(C)N(C(=O)c2cccc([N+](=O)[O-])c2)c2ccccc21
    6	-3	3	4	-5	4	-0.1	0.5
NC(=O)C1(C(N)=O)OC1c1ccc(Cl)cc1Cl (configuration not stated)
    -4	-1	-7	0	-8	10	.	-0.4
Cc1ccc(C)c(N(C(=O)CNC(=O)c2ccco2)C(C(=O)NC2CCCCC2)c2cccnc2)c1 (configuration not stated)
    8	4	-7	2	-1	-8	0.8	.
O=C(c1cc2ccccc2o1)N1CCN(c2cccc(Cl)c2)CC1
    3	-12	-19	1	4	1	0.4	-0.4
C[C@H]1CN([C@@H](C)CO)C(=O)c2cccc(NS(=O)(=O)c3cccs3)c2O[C@@H]1CN(C)Cc1ccc(-c2ccccc2)cc1
    -1	-61	16	0	-2	.	-0.9	-5.0
COc1cccc(C#Cc2ccc([C@@H]3[C@H](C#N)N(C(=O)C4CCCC4)[C@H]3CO)cc2)c1
    6	-22	-9	.	.	1	0.0	-0.2
O=C(/C=C/c1cccc(F)c1)N(c1ccccn1)C1CCCCC1
    1	4	-24	.	.	-4	0.0	0.3
COc1ccccc1CNC(=O)C[C@H]1C[C@@H]2c3cc(NC(=O)NC4CCCC4)ccc3O[C@@H]2[C@H](CO)O1
    0	-24	-7	3	1	-1	-0.1	-0.2
Cc1ccc(-c2nc(C)c(C(=O)O)s2)cc1
    -124	3	-15	.	.	-10	0.0	.
O=C(NCc1ccco1)c1ccc2ccccc2n1
    -3	-1	-14	.	8	1	0.0	-0.5
O=C(NCc1ccco1)C(=O)c1cn(CC(=O)N2CCCCCC2)c2ccccc12
    9	2	-46	.	.	.	0.2	5.4
Cc1cccc(NC(=S)Nc2c(C)n(C)n(-c3ccccc3)c2=O)c1C
    -17	0	0	.	.	.	0.5	.
C[C@H](NC(=O)c1ccccc1Cl)C(=O)NCc1cccs1
    -7	-3	-10	.	.	-8	0.2	8.8
CC(=O)Nc1ccc(C(=O)N/C(=C/c2ccccc2)C(=O)Nc2cccc(C(=O)O)c2)cc1
    8	-1	-16	.	17	-5	0.0	.
Cc1ccc(C(=O)CSc2ccc(-c3ccncc3)nn2)cc1
    9	-4	-21	.	.	-10	0.0	.
Cc1ccc(NC(=O)COC(=O)c2ccc(Br)o2)cc1S(=O)(=O)N1CCCCC1
    4	-2	-16	3	4	18	0.8	.
COc1ccc(C=O)cc1COc1ccc(C)cc1[N+](=O)[O-]
    .	-5	-4	3	5	.	.	.
CCOc1ccc(-c2nc[nH]c2[N+](=O)[O-])cc1
    1	2	-3	.	.	5	0.4	5.1
CC(Oc1ccc(Br)cc1)C(=O)Nc1ccc(N2CCOCC2)cc1N1CCOCC1 (configuration not stated)
    -2	1	0	.	-4	-4	0.1	0.1
Cc1ccccc1C(=O)N1CCN(c2ccc(NC(=S)NC(=O)c3ccco3)cc2)CC1
    .	-2	-6	3	-3	2	0.0	.
Cc1ccc(C)c(NC(=O)Cn2c(=O)n(-c3ccc(CC(=O)NCC4CCCO4)cc3)c(=O)c3ccccc32)c1 (configuration not stated)
    1	-1	-8	.	.	-1	0.1	11
[N-]=[N+]=NC1CC(CO)OC1n1ccc(=O)[nH]c1=O (configuration not stated)
    .	1	4	-11	-3	-8	0.0	.
COc1ccccc1NC(=O)C[C@H]1CC[C@H]2[C@@H](COc3ccc(NS(C)(=O)=O)cc3C(=O)N2C)O1
    2	-4	12	-3	1	-9	0.0	0.0
CCN1C(=O)[C@H]2[C@@H](c3ccc(Cl)cc3)N3C(=O)CN(CCOC)C(=O)[C@@]3(Cc3ccccc3)[C@H]2C1=O
    -16	-5	-6	2	-8	-5	0.0	0.0
COC(=O)CCNC(=O)Cc1c(C)n(C(=O)c2ccc(Cl)cc2)c2ccc(OC)cc12
    4	-11	-11	-12	0	-5	0.1	0.3
COc1ccc(NC(=O)N2CCCCN3[C@H](CO)[C@H](c4ccc(-c5ccccc5C)cc4)[C@H]3C2)cc1
    .	1	8	-11	.	.	0.1	-0.8
CC(C)(Oc1ccc(Cl)cc1)C(=O)OCC(=O)N1CCN(c2ccccc2)CC1
    2	-2	-2	-6	-4	2	0.0	0.6
CCCCn1nnnc1NCc1ccc(C)s1
    .	.	.	-3	-7	3	.	0.8

Remaining list, next part.
Each structure is followed by: EWS-Fli inh	S100A4 inh HTS	RAD52 anneal inh	RAD54 branch	esBAF inh	FN deposition inh	XiGFP reactiv	E-selectin induc
COc1cccc(NC(=O)N(C)C[C@H]2Oc3ncc(C4=CCCCC4)cc3C(=O)N([C@@H](C)CO)C[C@H]2C)c1
    -22	-10	-1	2	10	.	0.0	-0.1
CCOC(=O)C1CCCN(C(=O)c2ccccc2SCCOC)C1 (configuration not stated)
    .	-29	-13	-6	5	-7	.	.
Cc1ccc2cc(CCNC(=O)c3cc4ccccc4o3)c(=O)[nH]c2c1C
    -12	-4	11	9	-2	3	0.1	0.1
CCCC#Cc1ccc([C@H]2[C@H](CO)N3C(=O)CN(C(=O)Nc4ccccc4F)C[C@@H]23)cc1
    8	6	-29	.	.	.	0.0	0.1
N#C[C@@H]1[C@@H](c2ccccc2-c2ccccc2F)[C@H](CO)N1C(=O)C1CCOCC1
    11	3	2	.	.	0	0.3	0.1
C[C@@H]1CN([C@@H](C)CO)S(=O)(=O)c2ccc(C#Cc3cccc(F)c3)cc2O[C@@H]1CN(C)S(=O)(=O)c1cn(C)cn1
    -7	1	10	-4	6	7	0.3	-0.2
C[C@@H]1CN([C@@H](C)CO)C(=O)c2cc(NC(=O)CCN3CCOCC3)ccc2O[C@H]1CN(C)C(=O)Nc1ccc(C(F)(F)F)cc1
    -2	2	1	-18	0	.	0.0	0.5
Cc1noc(C)c1S(=O)(=O)Nc1ccc2c(c1)C(=O)N([C@H](C)CO)C[C@H](C)[C@H](CN(C)C(=O)C1CCCCC1)OCCCC[C@@H](C)O2
    -8	-9	-9	-3	1	.	0.1	0.1

Compound profiles, as listed above. Screens in order: EWS-Fli inh | S100A4 inh HTS | RAD52 anneal inh | RAD54 branch | esBAF inh | FN deposition inh | XiGFP reactiv | E-selectin induc
Entry for NC(=O)C1(C(N)=O)OC1c1ccc(Cl)cc1Cl (configuration not stated) → -4 | -1 | -7 | 0 | -8 | 10 | . | -0.4
Entry for Cc1cccc(NC(=S)Nc2c(C)n(C)n(-c3ccccc3)c2=O)c1C → -17 | 0 | 0 | . | . | . | 0.5 | .
